TCR-CD3 inh: human TCR-CD3 binding inhibition. TAMRA-labeled TCR probe fluorescence, biochemical. inhibition, % at 9.4 µM. hit rate 0.37% among 360,000; in the data active means inhibition above about 19%;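 further: recombinant mutant TCR 2C K166C tagged with TAMRA read by polarization; 0% = receptor in buffer alone and 100% = receptor with positive control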
LEDGF integ inh: blocks HIV-1 LEDGF/p75-dependent DNA integration; hit rate 0.64% among 370,000; TR-FRET IN-LEDGF/p75 DNA integration, Eu/Cy5; AID 743269; inhibition, % at 3.7 µM;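 active means inhibition above the screen-wide mean plus 3 SD, cut at about 13% in these data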;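 further: signal is the Cy5 over europium emission ratio at 671 and 618 nm; 0% = plate median of compound wells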
PRMT1 FP inh: inhibitors of human PRMT1. recombinant PRMT1, activity-based probe fluorescence polarization. inhibition, % at 2.79 µM. hit rate 1.3% among 370,000. AID 652257;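 active means inhibition above about 21% made by adding two undisclosed values, limit read from the data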
PG9 Ab binder: PG9 antibody binding by small molecule | TR-FRET gp120-PG9 antibody binding | inhibition, % at 6.7 µM | hit rate 0.43% among 360,000 | AID 624416; in the data active means inhibition above about 8.5%
MBD2 DNA inh: blocks human MBD2 binding to methylated DNA | Q9UBB5 | TR-FRET, MBD2 binding to methylated oligonucleotide | inhibition, % at 4.4 µM | hit rate 0.31% among 370,000 | AID 686964; in the data active means inhibition above about 13%
NR1D1 modulator: modulators of human Rev-erb alpha DNA binding. P20393. Rev-erbα–FITC-DNA binding, fluorescence polarization, 90 min. activity, % at 10 µM. hit rate 0.79% among 370,000;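 active means activity above about 14%, limit read from the data; passing the limit was not always enough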;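 further: 0% = DMSO wells with 35 nM protein and 100% = DMSO wells with 750 nM protein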
mABHD4 FP: inhibitors of mouse ABHD4; hit rate 0.54% among 370,000; inhibition, % at 8.92 µM; AID 720543; purified mABHD4, FP-Rh probe fluorescence polarization; Q8VD66;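 active means inhibition exceeding the mean over every tested compound plus 3 SD, cut at about 30% in these data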;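 further: 0% = plate median of compound wells and 100% = S159A mutant with DMSO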
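Doses – 8.92 µM, single dose · Material – wild-type mouse ABHD4 protein · Replication – single well per compound (singlicate) · Measure – percent inhibition of probe binding, normalized to plate controls · Schedule – 45 min compound pre-incubation plus 60 min probe step, 25 °C · Detection – fluorescence polarization with parallel and perpendicular emission, 525/598 nm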
rCAG RNA binder: r(CAG) repeat RNA binding; AID 651821; TO-PRO-1 dye displacement fluorescence; hit rate 1.3% among 370,000; inhibition, % at 3 µM;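 active means inhibition above the plate cutoff, the mean of all test compounds on that plate plus 3 SD, cut at about 35% in these data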;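 further: 0% = DMSO alone and 100% = 100 µM mitoxantrone as full dye displacement; higher means more dye released from RNA so lower well fluorescence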
UHRF1 MBD2 ctr: UHRF1 methyl-DNA binding inhibition. Q96T88. UHRF1 binding to methylated oligo, TR-FRET. hit rate 0.75% among 370,000. AID 687016. inhibition, % at 4.4 µM; in the data active means inhibition above about 21%;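 further: UHRF1 SRA domain binding a hemimethylated CpG hairpin DNA probe; 0% = median of test compound wells and 100% = reference inhibitor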
Target sequence (Q96T88 whole entry, looked up, the tested form may be a part): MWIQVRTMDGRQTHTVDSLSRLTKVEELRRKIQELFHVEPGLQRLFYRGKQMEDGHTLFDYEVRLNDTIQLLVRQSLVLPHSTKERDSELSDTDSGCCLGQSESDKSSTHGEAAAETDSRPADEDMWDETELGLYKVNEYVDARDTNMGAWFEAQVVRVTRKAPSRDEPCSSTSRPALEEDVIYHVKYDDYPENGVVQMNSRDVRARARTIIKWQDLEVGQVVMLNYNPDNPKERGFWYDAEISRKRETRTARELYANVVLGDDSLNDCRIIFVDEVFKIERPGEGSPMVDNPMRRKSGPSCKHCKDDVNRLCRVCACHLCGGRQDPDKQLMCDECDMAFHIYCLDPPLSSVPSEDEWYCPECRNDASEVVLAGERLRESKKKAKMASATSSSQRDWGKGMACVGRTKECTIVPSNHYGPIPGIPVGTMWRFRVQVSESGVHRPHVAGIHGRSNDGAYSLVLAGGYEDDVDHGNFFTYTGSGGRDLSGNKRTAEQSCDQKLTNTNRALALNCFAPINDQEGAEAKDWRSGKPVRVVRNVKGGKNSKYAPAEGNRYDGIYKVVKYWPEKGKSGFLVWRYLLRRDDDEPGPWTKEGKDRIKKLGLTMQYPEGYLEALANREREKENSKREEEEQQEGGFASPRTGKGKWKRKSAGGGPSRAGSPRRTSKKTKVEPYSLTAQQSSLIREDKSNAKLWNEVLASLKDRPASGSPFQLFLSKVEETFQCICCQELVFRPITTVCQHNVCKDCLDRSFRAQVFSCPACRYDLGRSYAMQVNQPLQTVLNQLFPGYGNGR
HTRA1 inh: blocks human HTRA1 serine peptidase. Q92743. recombinant HTRA1, FP-rhodamine activity-based probe, fluorescence polarization. inhibition, % at 5.96 µM. hit rate 0.5% among 340,000. AID 504803; in the data active means inhibition above about 36%;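 further: 0% = enzyme with DMSO and 100% = wells lacking enzyme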
* hit, by the source's call; . = no result given.

SMILES	LEDGF integ inh	TCR-CD3 inh	HTRA1 inh	PG9 Ab binder	NR1D1 modulator	UHRF1 MBD2 ctr	rCAG RNA binder	PRMT1 FP inh	mABHD4 FP	MBD2 DNA inh
Cc1c(/C(O)=C2\C(=O)C(=O)N(CCN(C)C)C2c2ccccc2)cnn1-c1ccccc1 (stereo unspecified)	5.4	5.8	-5.9	3.8	5.3	-1.1	-1.6	-2.1	1.6	-0.7
Cc1cc(C)n2nc(CC(=O)NNC(=O)c3ccccc3Cl)nc2n1	0.5	-6.2	-2.0	0.9	3.2	5.6	-1.4	7.7	-11.5	2.8
COCCNC(=O)C1c2cc(OC)c(OC)cc2C(=O)N(C)C1c1cccnc1 (stereo unspecified)	-1.5	0.9	-2.6	0.6	-2.4	0.4	0.8	0.9	3.3	3.3
CC(C)(C)c1cc(=O)n2c(C#N)c(C#N)nc2[nH]1	2.4	-7.5	6.0	0.9	4.5	-1.3	3.3	-0.3	-9.6	-2.9
Cc1ccccc1CC1(CO)CCCN(C(=O)CCN2CCCO2)C1 (stereo unspecified)	4.9	-8.0	2.6	-1.3	-1.8	2.4	-2.3	-8.1	-2.6	16.0*
Brc1ccc(-c2csc(N3CCC(c4nn[nH]n4)CC3)n2)cc1	4.1	.	.	.	-6.8	1.7	.	1.9	-0.6	-3.1
O=C(NC(=S)Nc1cccnc1)c1cc2ccccc2o1	-0.5	6.5	-1.8	-0.6	-1.4	0.5	-1.9	-0.4	11.4	-2.9
COc1ccccc1NC(=O)CSc1ccc2nnc(-c3ccccn3)n2n1	-3.3	3.1	1.1	-0.1	7.6	-1.6	0.9	-0.2	-1.7	-4.0
CC(C)=CCC[C@H](C)C[C@@H]1Cc2[nH]c(=S)[nH]c(=O)c2[C@@H](c2ccc(F)cc2)O1	0.1	0.2	.	0.2	-3.2	3.9	25.0	2.3	1.7	-4.9
COc1ccc(-c2cc(C(=O)N3CCc4ccccc4C3)no2)cc1	-3.6	0.9	-10.5	-0.1	-4.7	0.6	-3.5	1.4	9.1	6.3
Cc1ccc(C(=O)Nc2cc(=O)n(C)c(=O)n2C)o1	0.4	-1.7	-5.0	-2.3	1.8	1.1	12.0	-2.5	1.9	-1.0
Cc1ccc(NC(=O)N2CCCCC2)cc1[N+](=O)[O-]	2.5	-2.3	3.3	0.5	-2.8	-0.2	-2.4	-0.1	-2.2	1.8
CC(CCc1ccccc1)NC(=O)COC(=O)C1CCC(C(C)(C)C)CC1 (stereo unspecified)	1.0	-1.7	-13.2	0.9	-3.8	3.6	0.1	2.0	-12.7	6.8
CCOc1ccc(S(=O)(=O)N(CC(=O)NC2CCCC2)c2ccc(F)cc2)cc1	-0.2	-2.6	-6.4	-1.2	-4.4	0.6	-6.3	1.0	-3.3	-1.8
O=C(/C=C/c1ccc(S(=O)(=O)N2CCOCC2)cc1)Nc1cc(F)ccc1F	-1.7	-0.5	-13.5	-0.6	7.5	0.1	9.1	3.1	2.3	0.0
CCOc1cc(S(=O)(=O)NCc2ccncc2)ccc1Cl	0.8	6.6	.	0.2	3.6	0.6	2.6	5.1	8.8	-3.8
N=c1ccn2c(n1)OC1C(O)C(CO)OC12 (stereo unspecified)	-5.5	-7.5	5.0	1.1	2.0	1.7	3.7	-0.2	0.1	-1.1
CN(C(=O)CSc1nnc(COc2ccccc2F)n1N)C1CCS(=O)(=O)C1 (stereo unspecified)	0.0	-1.0	1.4	1.8	-2.4	-1.8	0.5	-0.3	0.5	1.7
CC(C)(C)C(=O)Nc1cc2nn(-c3ccccc3)nc2cc1Cl	-3.8	6.5	-7.2	0.8	0.9	1.3	3.2	1.0	-8.0	-0.7
CCn1c(SCC(=O)N2CCCC2=O)nnc1-c1cccs1	1.9	3.5	6.9	0.0	-9.8	-0.6	3.0	-4.0	-3.0	-5.3
CN1CCN(CCCC(=O)c2ccc(C3CCCC3)cc2)CC1	2.4	0.6	7.8	-3.8	-3.0	7.5	-3.7	0.8	3.7	-1.6
CCOc1cc(C(=O)N/N=C/c2cn(-c3ccccc3)nc2-c2cc3ccccc3o2)cc(OCC)c1OCC	-3.9	-5.9	-13.0	-0.7	5.2	0.2	-0.6	4.6	-7.2	1.4
Cc1ccc(S(=O)(=O)NC(C)C(=O)Nc2cccc([N+](=O)[O-])c2)cc1 (stereo unspecified)	0.4	9.8	1.6	0.3	6.0	2.7	2.9	-1.3	3.0	-2.0
O=C(O)c1c(Cl)c(Cl)c(Cl)c(Cl)c1C(=O)N1CCCC1	2.7	0.1	9.4	0.7	1.2	-1.8	3.7	-0.5	-0.3	-3.8
COCc1[nH]nc2c1C(c1cccc(C(F)(F)F)c1)N(c1ccc(OC)cc1)C2=O (stereo unspecified)	-0.8	6.6	.	-0.2	-2.6	-0.7	0.6	-0.5	-0.5	4.4
COc1ccc(COc2cc(-c3cccc(OC)c3)nc3ccc(NC(=O)c4cccnc4)cc23)cc1	-0.1	37.8*	-93.0	-0.7	2.8	7.7	9.8	-1.8	-2.2	-0.1
CCOC(=O)C1=C(CN2CCN(C(=O)c3ccco3)CC2)NC(=O)NC1c1ccc(OC)cc1 (stereo unspecified)	4.1	-2.9	0.4	1.4	5.5	-2.1	-6.5	-6.5	-3.3	0.7
COC(=O)CSc1nnc(NC(=O)c2ccc3c(c2)OCO3)s1	25.4*	17.8	7.1	0.1	7.9	-0.1	1.3	-0.8	0.1	-5.1
Cn1c(CCNC(=O)c2ccccc2)nc2cc(NC(=O)C3CCCCC3)ccc21	0.9	4.3	-1.4	-1.1	-12.3	6.6	-4.5	0.8	3.0	0.6
COC(=O)[C@]1(Cc2ccccc2)N[C@H](CN(C)C(=O)Nc2ccccc2)[C@@H]2C(=O)N(Cc3ccccc3)C(=O)[C@@H]21	-7.5	-8.2	-1.8	-0.6	2.1	3.0	9.7	4.6	-2.8	0.5
COc1ccccc1NCC(=O)N/N=C/c1c(O)ccc2ccccc12	-5.8	-1.2	27.3	-0.7	7.6	-2.9	25.2	7.7	17.4	-0.4
O=S(=O)(NNc1cccc(Cl)n1)c1ccc(Cl)cc1	0.3	8.3	-2.0	-2.8	-7.2	1.0	0.9	4.6	0.7	-2.0
CCc1nc(C)cn1S(=O)(=O)c1ccc([N+](=O)[O-])cc1	0.7	5.4	-6.6	-0.1	2.4	-0.1	-1.6	-2.6	8.1	-4.6
O=C(COC(=O)c1cccc(NS(=O)(=O)/C=C/c2ccccc2)c1)Nc1ccccc1OC(F)F	0.4	0.9	-63.6	0.3	-1.5	-1.5	10.6	-0.7	-59.4	-0.7
NS(=O)(=O)c1ccc(CCNC(=O)CSc2nc3ccsc3c(=O)n2CC(=O)O)cc1	0.2	8.1	2.8	-0.1	-0.7	2.4	-0.2	4.7	1.2	-2.4
CC(C)CN(C(=O)COC(=O)CN1C(=O)c2ccccc2C1=O)c1c(N)n(Cc2ccccc2)c(=O)[nH]c1=O	2.9	12.2	1.1	0.2	-1.0	-1.5	-2.5	1.4	0.5	-2.6
N#C/C(=C\c1ccc(O)c(O)c1)S(=O)(=O)c1ccccc1	-1.1	9.9	30.8	-3.4	1.4	0.9	12.1	3.4	20.6	-6.7
C=C(C)C#CCNCc1ccccc1	0.3	.	.	.	-4.3	-1.4	0.6	-1.6	4.1	2.0
CN(CCc1cnn(C)c1)Cc1cn(C)nc1-c1ccccc1F	-0.8	4.1	4.1	-0.3	-4.2	-0.6	1.9	-3.7	1.7	-2.6
O=C(c1ccccc1Cl)N1N=C(c2ccc(Br)cc2)CC1c1nc2ccccc2[nH]1 (stereo unspecified)	-5.4	6.9	-4.1	-0.8	-0.3	0.0	-0.2	-0.4	-5.6	-4.4
Cc1cccc(N(CC(=O)N2CCCCCC2)S(C)(=O)=O)c1	3.5	-5.7	8.9	1.6	3.3	-1.8	-4.5	-3.1	0.1	2.0
COc1ccc(Nc2nc(Nc3ccc(OC)cc3)nc(SC3=NCCS3)n2)cc1	3.0	5.4	-19.8	0.6	5.2	-0.6	14.6	2.3	-0.1	2.5
CC(NC(=O)CSCc1ccc(Br)cc1)c1ccccc1 (stereo unspecified)	-3.2	-5.4	-6.6	-0.4	1.9	0.3	-6.5	-0.2	-2.7	-3.5
CSc1ccc(S(=O)(=O)N2CCC(C(=O)NCc3cccnc3)CC2)cc1	1.3	-4.6	3.5	-2.4	-2.4	1.2	-2.2	-2.9	2.3	-1.3
O=C(NCCC1=CCCCC1)C1CCC(=O)N(Cc2ccc(Cl)cc2)C1 (stereo unspecified)	2.6	-2.9	-6.6	-0.8	-2.2	1.8	-7.8	-1.7	-2.1	-1.1
NC(=O)c1ccc(SCC(=O)OCC(=O)N2CCCCC2)c([N+](=O)[O-])c1	8.0	3.5	3.4	-1.4	-0.4	-2.3	1.7	3.6	-0.4	-2.7
O=C(COC(=O)c1cc2ccccc2oc1=O)Nc1ccc(F)cc1F	-3.1	7.0	-0.1	15.2*	1.3	-0.5	0.4	0.9	-1.2	2.9
Fc1ccc(-c2csc(Nc3ccccn3)n2)c(F)c1	-0.2	11.2	-8.7	-1.8	0.9	1.2	30.2	0.9	3.4	0.2
COc1ccc(C=NN=C2c3ccccc3-c3ccccc32)cc1O	1.0	0.4	-32.4	1.2	4.5	-0.2	18.4	-2.7	-7.0	-1.1
CCOC(=O)c1ccccc1NC(=O)/C(C)=C/C(=O)O	2.9	2.4	3.7	0.1	4.4	0.5	-0.5	-2.7	3.3	2.3
CC12CCC(C(=O)Nc3ccccc3Cl)(C(Br)C1=O)C2(C)C (stereo unspecified)	0.3	-10.3	0.6	-0.3	4.0	-0.9	-1.6	0.2	-1.4	5.1
CC(=Cc1ccccc1)C=C1SC(=S)N(CCCC(=O)Nc2ccc(C(=O)O)c(O)c2)C1=O	2.4	1.1	.	-2.7	-4.4	-0.5	93.1*	-1.3	-47.2	2.0
COCC1CCN(C(=O)c2cc(COc3cc(C)c(Cl)c(C)c3)on2)C1 (stereo unspecified)	0.4	17.1	-14.8	0.3	-1.4	-2.1	-3.6	-5.2	-0.8	-5.1
Cc1nnc2c(NCCc3ccccc3)nc3ccccc3n12	-1.6	-5.2	4.0	10.8*	18.1	-0.6	-3.6	2.9	0.0	1.8
C/C(=N\NC(=O)c1cccc(S(=O)(=O)N2CCOCC2)c1)c1ccc(OCC(=O)N(C)C)cc1	1.0	9.4	2.0	-1.1	5.3	-3.5	4.0	5.8	0.6	-5.3
C=CCn1c(SCC(=O)Nc2ccc(C(=O)O)cc2)nc2scc(-c3ccccc3)c2c1=O	0.4	-13.4	8.1	-0.8	-1.0	0.2	4.8	2.4	-18.7	7.8
CSCCC(NC(=O)c1ccc(Cl)cc1)C(=O)OCC(=O)Nc1cc(Cl)ccc1C (stereo unspecified)	-2.0	3.3	3.9	-1.3	-4.5	0.0	1.0	0.3	-7.5	-4.9
Cc1ccc(CN(CC(=O)NCc2ccccn2)S(=O)(=O)c2ccccc2)cc1	-4.6	0.6	-4.1	-1.7	0.3	1.4	-8.7	2.5	4.9	0.8

Bioassay records as filed in PubChem.

Some of the compounds tested; rates above refer to the full screens.
